All columns: NCI-60 one-dose screen, growth in % after 48 h at 10 µM unless noted; 100 = growth as untreated, 0 = no growth, -100 = all killed.
ACHN = ACHN renal cancer; 81,000 compounds, 4.9% hits
SN12C = SN12C renal cancer cells | 81,000 compounds, 3.8% hits | AID 1794767
786-0 = 786-0 renal cancer cells | 81,000 compounds, 5.1% hits
TK-10 = TK-10 renal cancer cells | 81,000 compounds, 3.9% hits
SK-OV-3 = SK-OV-3 ovarian cancer cells | 80,000 compounds, 3.2% hits | AID 1794785
UO-31 = UO-31 renal cancer; AID 1794768; 81,000 compounds, 5.2% hits
RXF 393 = RXF 393 renal cancer cells | 77,000 compounds, 6.9% hits | AID 1794773
IGROV1 = IGROV1 ovarian cancer; 79,000 compounds, 4.7% hits; AID 1794786
* hit, by the source's call; & = joins results of further samples. Rule for the calls: active = growth percent below 10; inactive = the rest.

Screening Nn1c(=O)c(=O)[nH]c2c(cnn2-c2ccccc2)c1=O returned ACHN 105, SN12C 105, 786-0 103, TK-10 109, SK-OV-3 102, UO-31 82, RXF 393 113 and IGROV1 118.
COc1ccccc1C(=O)c1ccccc1 was read as ACHN 104, SN12C 106, 786-0 105, TK-10 97, SK-OV-3 96, UO-31 84, RXF 393 114 and IGROV1 102.
Cc1ccc(S(=O)(=O)NC(=O)n2ccc3c(N(C)C)ccnc32)cc1 was read as ACHN 100, SN12C 112, 786-0 96, TK-10 103, SK-OV-3 105, UO-31 86, RXF 393 111 and IGROV1 103.
For COc1cc2nc(CNc3ccc(C)cc3)[nH]c(=O)c2cc1OC the results were ACHN 93, SN12C 106, 786-0 94, TK-10 113, SK-OV-3 124, UO-31 56, RXF 393 98 and IGROV1 72.
`Nc1nc(N)c(N=Nc2ccc(C(=O)O)cc2)c(=O)[nH]1` gave ACHN 102, SN12C 104, 786-0 115, TK-10 104, SK-OV-3 95, UO-31 90, RXF 393 119 and IGROV1 89.
Screening CC(C)(C)OC(=O)NCc1ccc(CNc2c([N+](=O)[O-])cnc3ccc(Br)cc23)cc1 returned ACHN 59, SN12C 64, 786-0 67, TK-10 79, SK-OV-3 54, UO-31 36, RXF 393 89 and IGROV1 59.
For CCCCCCCCN(CCCCCCCC)C(=O)C(C)O (centres undefined) the results were ACHN 99&112, SN12C 102&99, 786-0 101&95, TK-10 103&111, SK-OV-3 100&101, UO-31 71&86, RXF 393 107&99 and IGROV1 98&110.
`COc1cccc2cc(N(C)c3ncnc4ccccc34)ccc12` gave ACHN 6.1*, SN12C 21, 786-0 30, TK-10 51, SK-OV-3 34, UO-31 25, RXF 393 26 and IGROV1 14.
Screening CCC(CN(C(=O)c1ccc([N+](=O)[O-])cc1)C1CCCCC1)OC(=O)c1ccc([N+](=O)[O-])cc1 (centres undefined) returned ACHN 70, SN12C 66, 786-0 65, TK-10 80, SK-OV-3 81, UO-31 39, RXF 393 71 and IGROV1 54.
Screening CC(C)(O)c1ccccc1 returned ACHN 107, SN12C 96, 786-0 105, TK-10 99, SK-OV-3 98, UO-31 99, RXF 393 113 and IGROV1 110.
COc1ccc(C(=O)Nc2ccc(Oc3cc4cc(OC)c(OC)cc4nc3C)cc2)cc1OC was read as ACHN 60, SN12C 98, 786-0 95, SK-OV-3 87, UO-31 103, RXF 393 95 and IGROV1 111.
`CC(C)(Sc1cc(C(C)(C)C)c(O)c(C(C)(C)C)c1)Sc1cc(C(C)(C)C)c(OC(=O)CCC(=O)O)c(C(C)(C)C)c1` gave ACHN 45, SN12C 34, 786-0 45, TK-10 60, SK-OV-3 80, UO-31 33, RXF 393 67 and IGROV1 56.
O=c1c(Nc2ccccc2)nnc2n(Cc3ccccc3)c3ccccc3n12 was read as ACHN 64, SN12C 81, 786-0 61, TK-10 99, SK-OV-3 77, UO-31 90, RXF 393 55 and IGROV1 82.
For Cc1ccc(S(=O)(=O)NCCC2CC2[C@@H](O)[C@H](O)c2ccccc2)cc1 (some centres undefined) the results were ACHN 114, SN12C 99, 786-0 111, TK-10 102, SK-OV-3 111, UO-31 78, RXF 393 139 and IGROV1 94.
For c1ccc(Nc2csc(-c3ccccn3)n2)cc1 the results were ACHN 104, SN12C 102, 786-0 103, TK-10 103, SK-OV-3 113, UO-31 90, RXF 393 111 and IGROV1 105.

9 compounds already listed, arranged by length of the SMILES, high to low.
`CC(C)(Sc1cc(C(C)(C)C)c(O)c(C(C)(C)C)c1)Sc1cc(C(C)(C)C)c(OC(=O)CCC(=O)O)c(C(C)(C)C)c1` gave ACHN 45, SN12C 34, 786-0 45, TK-10 60, SK-OV-3 80, UO-31 33, RXF 393 67 and IGROV1 56.
Screening CCC(CN(C(=O)c1ccc([N+](=O)[O-])cc1)C1CCCCC1)OC(=O)c1ccc([N+](=O)[O-])cc1 (centres undefined) returned ACHN 70, SN12C 66, 786-0 65, TK-10 80, SK-OV-3 81, UO-31 39, RXF 393 71 and IGROV1 54.
COc1ccc(C(=O)Nc2ccc(Oc3cc4cc(OC)c(OC)cc4nc3C)cc2)cc1OC was read as ACHN 60, SN12C 98, 786-0 95, SK-OV-3 87, UO-31 103, RXF 393 95 and IGROV1 111.
For Cc1ccc(S(=O)(=O)NCCC2CC2[C@@H](O)[C@H](O)c2ccccc2)cc1 (some centres undefined) the results were ACHN 114, SN12C 99, 786-0 111, TK-10 102, SK-OV-3 111, UO-31 78, RXF 393 139 and IGROV1 94.
Cc1ccc(S(=O)(=O)NC(=O)n2ccc3c(N(C)C)ccnc32)cc1 was read as ACHN 100, SN12C 112, 786-0 96, TK-10 103, SK-OV-3 105, UO-31 86, RXF 393 111 and IGROV1 103.
`Nc1nc(N)c(N=Nc2ccc(C(=O)O)cc2)c(=O)[nH]1` gave ACHN 102, SN12C 104, 786-0 115, TK-10 104, SK-OV-3 95, UO-31 90, RXF 393 119 and IGROV1 89.
For CCCCCCCCN(CCCCCCCC)C(=O)C(C)O (centres undefined) the results were ACHN 99&112, SN12C 102&99, 786-0 101&95, TK-10 103&111, SK-OV-3 100&101, UO-31 71&86, RXF 393 107&99 and IGROV1 98&110.
COc1ccccc1C(=O)c1ccccc1 was read as ACHN 104, SN12C 106, 786-0 105, TK-10 97, SK-OV-3 96, UO-31 84, RXF 393 114 and IGROV1 102.
Screening CC(C)(O)c1ccccc1 returned ACHN 107, SN12C 96, 786-0 105, TK-10 99, SK-OV-3 98, UO-31 99, RXF 393 113 and IGROV1 110.

Later entries:
COc1ccc(-c2[nH]ncc2/C=C/c2cc(C(F)(F)F)[nH]c(=O)n2)cc1 was read as ACHN 93, SN12C 96, 786-0 90, TK-10 95, SK-OV-3 100, UO-31 87, RXF 393 125 and IGROV1 93.
Screening O=C(C1CCCCC1)N1CCN(C(=O)C2CCCCC2)CC1 returned ACHN 109, SN12C 100, 786-0 110, TK-10 108, SK-OV-3 96, UO-31 95, RXF 393 123 and IGROV1 99.
Screening CN1CCCc2cc3c(cc21)oc1ccccc13 returned SN12C 107, 786-0 107, TK-10 110, SK-OV-3 100, UO-31 69, RXF 393 112 and IGROV1 79.
For Nc1cc(S(=O)(=O)c2ccc(N3CCCCC3)c(N)c2)ccc1N1CCCCC1 the results were ACHN 89&95, SN12C 86&85, 786-0 94&84, TK-10 92&107, SK-OV-3 99&101, UO-31 79&74, RXF 393 95&100 and IGROV1 91&97.
COc1ccc(/C(=N/O)c2cc(OC)c(OC)c(OC)c2)c(OC)c1N was read as ACHN 43, SN12C 53, 786-0 31, TK-10 35, SK-OV-3 36, UO-31 49, RXF 393 23 and IGROV1 55.
CCOC(=O)C1CCCN(Cc2nc3sc4c(c3c(=O)[nH]2)CCC(C)C4)C1 (centres undefined) was read as ACHN 106, SN12C 109, 786-0 97, TK-10 116, SK-OV-3 109, UO-31 98, RXF 393 88 and IGROV1 108.
For COc1ccc(-c2c(-c3nc4ccccc4s3)c(N)nc3c(C(=O)Nc4ccc(Cl)cc4)c(Nc4ccccc4)nn23)cc1 the results were ACHN 99, SN12C 95, 786-0 102, TK-10 119, SK-OV-3 94, UO-31 79, RXF 393 97 and IGROV1 105.
`C=CCN1C(=O)c2cccc3c(-c4ccc(-c5nc6c7ccccc7c7ccccc7c6[nH]5)cc4)ccc(c23)C1=O` gave ACHN 109, SN12C 98, 786-0 95, TK-10 98, SK-OV-3 105, UO-31 95 and IGROV1 99.
CC1CCC2(CC1)SCC(=O)N2NC(=O)C1CC1 (centres undefined) was read as ACHN 109, SN12C 96, 786-0 93, TK-10 107, SK-OV-3 98, UO-31 88, RXF 393 121 and IGROV1 93.
Cc1ccc(-c2nc([P+](c3ccccc3)(c3ccccc3)c3ccccc3)c(Nc3ccccc3)o2)cc1 was read as ACHN -12*, SN12C 2.8*, 786-0 -25*, TK-10 8.1*, SK-OV-3 -9.2*, UO-31 -23*, RXF 393 -32* and IGROV1 15.
For CCC(=O)Nc1ccc(-c2nc(-c3cccc(OCCN4CCOCC4)c3)c(-c3ccnc(Br)c3)[nH]2)cc1 the results were ACHN 97, SN12C 87, 786-0 69, TK-10 122, SK-OV-3 111, UO-31 78, RXF 393 40 and IGROV1 97.
Screening N#Cc1c(-c2ccccc2)cc(-c2ccccc2)n(Cc2ccc(C(=O)NO)cc2)c1=O returned ACHN 95, SN12C 95, 786-0 98, TK-10 130, SK-OV-3 98, UO-31 71, RXF 393 96 and IGROV1 103.
Screening Nc1nc(-c2cccc(Br)c2)cc(-c2cc3ccccc3oc2=O)n1 returned ACHN 98, SN12C 100, 786-0 105, TK-10 75, SK-OV-3 98, UO-31 64, RXF 393 110 and IGROV1 67.
Screening Fc1ccc2nc(-c3cc(-c4ccc5c(c4)OCO5)n[nH]3)[nH]c2c1 returned ACHN 49, SN12C 65, 786-0 57, TK-10 76, SK-OV-3 70, UO-31 73, RXF 393 63 and IGROV1 62.
CCCCc1nc(Cl)c(C2CC(C3C(=O)N(C)C(=O)N(C)C3=O)=NN2c2ccccc2)[nH]1 (centres undefined) was read as ACHN 92, SN12C 96, 786-0 101, TK-10 116, SK-OV-3 82, UO-31 91, RXF 393 116 and IGROV1 111.

Quoted at random: two records from the list
COc1ccc(-c2[nH]ncc2/C=C/c2cc(C(F)(F)F)[nH]c(=O)n2)cc1 was read as ACHN 93, SN12C 96, 786-0 90, TK-10 95, SK-OV-3 100, UO-31 87, RXF 393 125 and IGROV1 93.
Cc1ccc(-c2nc([P+](c3ccccc3)(c3ccccc3)c3ccccc3)c(Nc3ccccc3)o2)cc1 was read as ACHN -12*, SN12C 2.8*, 786-0 -25*, TK-10 8.1*, SK-OV-3 -9.2*, UO-31 -23*, RXF 393 -32* and IGROV1 15.

Going on with the list:
Screening COc1cc2c(c(OC)c1OC)C1(NCC2)C(=O)N(Cc2ccc(F)cc2)c2ccccc21 (centres undefined) returned ACHN 97, SN12C 91, 786-0 105, TK-10 113, SK-OV-3 104, UO-31 64, RXF 393 104 and IGROV1 89.
`CC1(C)SCC(COC(=O)c2ccccc2)S1` (centres undefined) gave ACHN 105, SN12C 98, 786-0 106, TK-10 112, SK-OV-3 106, UO-31 76, RXF 393 108 and IGROV1 86.
For N#Cc1c(-c2ccc(F)cc2)nc(SCc2ccc([N+](=O)[O-])cc2)[nH]c1=O the results were ACHN 105, SN12C 86, 786-0 99, TK-10 113, SK-OV-3 95, UO-31 88, RXF 393 92 and IGROV1 103.
For C=C(C)[C@@H]1CC[C@]2(C(=O)N3CCN(CC)CC3)CC[C@]3(C)[C@H](CC[C@@H]4[C@@]5(C)C/C(=C/c6cccc(I)c6)C(=O)C(C)(C)[C@@H]5CC[C@]43C)[C@@H]12 the results were ACHN 98, SN12C 98, 786-0 103, TK-10 108, SK-OV-3 107, UO-31 87, RXF 393 106 and IGROV1 102.
COc1cc(-c2nc3ccc(C(=O)NN4C(=O)c5ccccc5C4=O)cc3[nH]2)cc(OC)c1OC was read as ACHN 107, SN12C 107, 786-0 107, TK-10 101, SK-OV-3 95, UO-31 88, RXF 393 103 and IGROV1 112.
Screening Cc1ccc(CCCC(=O)O)cc1 returned ACHN 110, SN12C 101, 786-0 109, TK-10 109, SK-OV-3 117, UO-31 101, RXF 393 125 and IGROV1 156.
Ic1ccc(OCCCCCn2ccnc2)cc1 was read as ACHN 70, SN12C 73, 786-0 79, TK-10 52, SK-OV-3 100, UO-31 61, RXF 393 79 and IGROV1 81.
`O=C(/C=C/c1cccs1)c1cccs1` gave ACHN 94, SN12C 94, 786-0 93, TK-10 98, SK-OV-3 113, UO-31 108 and RXF 393 100.
Cc1occc1-c1nc2s/c(=C\c3cn(-c4ccccc4)nc3-c3ccccc3)c(=O)n2n1 was read as ACHN 108, SN12C 89, 786-0 101, TK-10 106, SK-OV-3 113, UO-31 90 and IGROV1 -96*.
`COc1cc(/C=C2\C(=O)Nc3c(Cl)ccc(Cl)c32)cc(OC)c1OC` gave ACHN 91, SN12C 91, 786-0 102, TK-10 113, SK-OV-3 86, UO-31 52, RXF 393 117 and IGROV1 82.
For CCC(O)C(C)C=O (centres undefined) the results were ACHN 104, SN12C 101, 786-0 97, TK-10 103, SK-OV-3 110, UO-31 89, RXF 393 98 and IGROV1 113.
For O=C(N1c2ccccc2Sc2ccccc21)n1ccc2cccnc21 the results were ACHN 88, SN12C 81, 786-0 77, TK-10 91, SK-OV-3 80, UO-31 56, RXF 393 84 and IGROV1 72.
For CNC(=O)c1cc(Oc2ccc3c(c2)sc2nc(-c4cc(OC)c(OC)c(OC)c4)cn23)ccn1 the results were ACHN 52, SN12C 53, 786-0 68, TK-10 50, SK-OV-3 78, UO-31 30, RXF 393 63 and IGROV1 73.
`N/C(=N\C(N)=N\c1nc2ccccc2s1)c1ccc(C(F)(F)F)cc1` gave ACHN 28, SN12C 37, 786-0 93, TK-10 102, SK-OV-3 124, UO-31 -19* and IGROV1 81.
For Clc1ccc(Cn2cc(CSc3nc4ccccc4o3)nn2)cc1Cl the results were ACHN 95, SN12C 98, 786-0 89, TK-10 99, SK-OV-3 84, UO-31 81, RXF 393 113 and IGROV1 93.
CCc1nc2cc(/C=C/C(=O)NO)c(F)cc2c(=O)n1CCc1ccccc1 was read as ACHN 1.3*, SN12C 3.4*, 786-0 0.5*, TK-10 -5.8*, SK-OV-3 -4.2*, UO-31 -29*, RXF 393 -21* and IGROV1 26.
CCN(CC)c1ccc(CNc2cc(C)nc3ccc(OC)cc23)cc1 was read as ACHN 78, 786-0 74, TK-10 71, SK-OV-3 85, UO-31 3.8* and RXF 393 77.

Bioassay records (PubChem)

Rows are unselected; any-hit rate near 9.6%.
